# NOD2 inhibition: NOD2 signaling inhibitors, cell-based, luminescence, uHTS, HEK293 (AID 1566). inhibition, % at 4 µM; hits with a dose series show EC50 in µM. HEK293 NOD2/NF-kB luciferase reporter, luminescence; higher % means a stronger effect. 290,000 tested, 0.63% active; further: many of its hits are not listed in these tables
# LYP phosphatase: PTPN22 lymphoid phosphatase activity blockers – biochemical, fluorescence intensity, uHTS (AID 1779); recombinant LYP phosphatase, fluorescence intensity; higher % means a stronger effect; inhibition, % at 11.5 µM, or IC50 in µM where a hit was titrated; 290,000 tested, 0.054% active;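 further: plate controls were vehicle with enzyme for no effect and no enzyme for full effect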
# TNAP activation fold: stimulation of alkaline phosphatase TNAP activity – biochemical, luminescent, no phosphate acceptor, uHTS, primary screen (AID 1001); purified TNAP, luminescent activation assay, no phosphate acceptor; higher activation fold means a stronger effect; activation fold at 20 µM, or EC50 in µM where a hit was titrated; 200,000 tested, 0.03% active; in the data active means activation fold from about 3, or a potency from the dose series; inactive means the rest, 99 in 100 with activation fold below about 1.6; further: many of its hits are not listed in these tables
# PMI inhibition: human PMI inhibitors, high substrate, primary screen, biochemical, fluorescence intensity, high mannose 6-phosphate (AID 1220); recombinant PMI enzyme, coupled fluorescence intensity; higher % means a stronger effect; inhibition, % at 20 µM, or IC50 in µM where a hit was titrated; 190,000 tested, 0.66% active
# human PMI inhibition: MPI enzyme activity inhibition – biochemical, fluorescence intensity, coupled assay, primary screen (AID 1209); 190,000 tested, 0.42% active; purified PMI enzyme, coupled fluorescence intensity; higher % means a stronger effect; one-dose inhibition, % at 20 µM; IC50 in µM for titrated hits;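 further: plate controls were DMSO vehicle for no effect and wells lacking substrate for full effect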
# KOR beta-arrestin-1: KOR antagonists, beta-arrestin recruitment, cell-based, luminescence, uHTS (AID 1778) | KOR beta-arrestin recruitment, luminescence, antagonist mode; higher % means a stronger effect | inhibition, % at 10 µM; hits with a dose series show IC50 in µM | 290,000 tested, 0.091% active; further: strong numbers were not always called active
# NOD1 inhibition: inhibition of NOD1-driven NF-kB reporter – cell-based, luminescence, uHTS, primary screen (AID 1578). inhibition, % at 4 µM, or EC50 in µM where a hit was titrated. 290,000 tested, 1% active. NOD1-driven NF-kB luciferase reporter cells, luminescence; higher % means a stronger effect; in the data active means inhibition mostly above about 36%, no sharp cut-off; inactive means mostly below about 34%;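 further: HEK-293T reporter cells stimulated with the NOD1 agonist gamma-tri-DAP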
# XIAP displacement: small molecules displacing peptide from XIAP – biochemical, IAP family, fluorescence polarization (AID 1018); XIAP BIR domain, fluorescence polarization peptide displacement; higher % means a stronger effect; displacement, % at 20 µM, or IC50 in µM where a hit was titrated; 200,000 tested, 0.007% active; in the data active means displacement above about 50%; further: a part of the inactive calls stands beside numbers as strong as those of hits
# KOR beta-arrestin-2: KOR agonists, beta-arrestin recruitment, primary screen, cell-based, luminescence, uHTS (AID 1777); KOR beta-arrestin recruitment, luminescence; higher % means a stronger effect; one-dose activation, % at 10 µM; EC50 in µM for titrated hits; 280,000 tested, 0.02% active; in the data active means activation above about 50%, passing the limit was not always enough; further: a part of the inactive calls stands beside numbers as strong as those of hits
# Active calls of the source: *; / = no result given; [ ] = dose if it differs, or a comment. Unless noted, no stated cut-off is given here; in the data, active means inhibition above about 50%; inactive means the rest.
SMILES,NOD2 inhibition,LYP phosphatase,TNAP activation fold,PMI inhibition,human PMI inhibition,KOR beta-arrestin-1,NOD1 inhibition,XIAP displacement,KOR beta-arrestin-2
O=C1NC(=O)N(c2ccccc2F)C(=O)/C1=C/c1ccc(Sc2nc3ccccc3[nH]2)o1,16%,0%,0.7,-60%,-5%,-2%,-22%,-6.4%,5.6%
OC1C2CN3CN(C2)CC1(c1ccccc1)C3 (stereo not given),10%,-3%,/,/,/,-11%,-15%,/,7.0%
CSc1nnc(OC(=O)N(C)C)n1-c1ccc(Cl)cc1,4%,-6%,/,/,/,-12%,-14%,/,5.7%
CCn1cc(C(=O)c2ccccc2)c2ccccc21,17%,-2%,1.1,4%,-1%,34%,-13%,-7.2%,0.1%
CC12CN3CC(C)(CN(C1)C31CCOCC1)C2=O,-7%,-10%,1.1,-1%,-2%,-20%,-5%,-1.2%,0.2%
Cc1ccccc1-n1c(C)cc(/C=C2/C(=O)NC(=O)N(Cc3ccco3)C2=O)c1C,10%,-8%,1,-3%,3%,4%,-34%,1.6%,-5.5%
CCn1c(P(C)(=O)O)nc2cc(NC(=O)c3ccccc3F)ccc21,14%,-8%,1,28%,11%,3%,-10%,-0.2%,-7.0%
C/C(=N\N1CCCCC1)c1c(O)[nH]c(=O)[nH]c1=O,5%,-13%,1,1%,-1%,-3%,6%,-12%,-2.5%
COc1ccc(CCn2c(O)c(C=Nc3ccc(F)cc3)c(=O)[nH]c2=O)cc1OC,1%,-3%,/,/,/,-11%,-8%,/,-1.5%
CCOc1ccc(-c2cc(C)[n+](CCN3CCOCC3)c(-c3ccc(OCC)cc3)c2)cc1,22%,1%,/,/,/,37%,-4%,/,0.5%
CCCC(C)C1(CC)C(=O)NC(=O)N=C1N (stereo not given),2%,-4%,1.1,3%,7%,-17%,-16%,-3.0%,1.5%
CCc1c(C(=O)NN2C(=O)C3C4CCC(O4)C3C2=O)csc1C (stereo not given),1%,-7%,1,-5%,-4%,-23%,-8%,-0.4%,-1.9%
CN(C)C(=O)Oc1ccc(Br)cc1C(=O)Nc1ccc(F)c(Cl)c1,-8%,-7%,/,/,/,6%,-14%,/,-2.1%
COc1cc(/C=C2\C(=O)NC(=O)N(c3ccc(C)cc3)C2=O)cc(OC)c1O,3%,3%,0.5,68%*,23%,2%,-24%,-4.5%,-4.9%
CC1(C)C(c2ccccc2)=NC(c2cccnc2)=[N+]1[O-],-8%,-5%,1,-9%,2%,-84%,15%,-3.8%,14%
C/C(=N\NC(=S)Nc1ccccc1)c1c(O)n(C)c(=O)n(C)c1=O,7%,-6%,1.1,-1%,-1%,-1%,11%,-4.3%,9.6%
O=c1cccc2n1CC1CC2CN(C(c2ccccc2)c2sc3ncnn3c2O)C1 (stereo not given),7%,10%,1.1,0%,1%,-30%,-5%,2.3%,-1.7%
Cc1cc(NC(=O)COC(=O)c2c(C)nn(Cc3ccccc3Cl)c2C)no1,-8%,-8%,1.2,-4%,0%,23%,15%,-5.3%,-8.5%
O=c1[nH]c(=O)n(Cc2ccco2)c(O)c1C=NC1CCN(Cc2ccccc2)CC1,8%,-5%,/,/,/,24%,-5%,/,-2.6%
COc1cc2c(cc1OC)C(C(=O)N1CCC3(CC1)OCCO3)C(c1ccccc1F)N(C)C2=O (stereo not given),-2%,4%,1.1,-7%,-8%,4%,-38%,-6.0%,-1.1%

# Compound profiles, from the list above. Screens in order: NOD2 inhibition	LYP phosphatase	TNAP activation fold	PMI inhibition	human PMI inhibition	KOR beta-arrestin-1	NOD1 inhibition	XIAP displacement	KOR beta-arrestin-2
# Entry for CN(C)C(=O)Oc1ccc(Br)cc1C(=O)Nc1ccc(F)c(Cl)c1 : -8%	-7%	/	/	/	6%	-14%	/	-2.1%
# Entry for O=c1cccc2n1CC1CC2CN(C(c2ccccc2)c2sc3ncnn3c2O)C1 (stereo not given) : 7%	10%	1.1	0%	1%	-30%	-5%	2.3%	-1.7%

# The listing continues.
SMILES,NOD2 inhibition,LYP phosphatase,TNAP activation fold,PMI inhibition,human PMI inhibition,KOR beta-arrestin-1,NOD1 inhibition,XIAP displacement,KOR beta-arrestin-2
C/C(=N\Nc1ccccc1)c1c(O)[nH]c(=O)[nH]c1=O,-83%,-1%,/,/,/,-13%,-7%,/,7.5%
O=C(CNC(=O)OCc1ccccc1)Nc1ccc(Br)cc1C(=O)c1ccccc1,-8%,-1%,1,10%,5%,5%,-38%,-4.9%,0.7%
CN(C)P(=O)(CCl)Nc1ccccc1 (stereo not given),-2%,0%,1.1,-18%,-12%,3%,-23%,-3.5%,7.5%
CC(=O)C1C2c3ccccc3OC1(C)N=c1s/c(=C/c3cn(C)nc3C)c(=O)n12 (stereo not given),-2%,-5%,1.1,-5%,-3%,6%,1%,-5.6%,-3.6%
O=C(Nc1ccc(Cl)cc1C(=O)c1ccccc1)c1ccc(Br)o1,-2%,0%,1,-13%,-10%,-28%,38%,-0.3%,7.0%
CCS(=O)(=O)NCc1nnc2n1-c1ccc(Cl)cc1C(c1ccccc1)=NC2,1%,-11%,1.1,-10%,-5%,-15%,-24%,-2.6%,6.3%
O=S1(=O)N(Cc2ccc(F)cc2)CCCN1Cc1ccccc1Cl,-24%,-3%,/,/,/,-34%,-11%,/,6.1%
CCCCn1c(O)c(/C=N/NC(=O)c2ccncc2)c(=O)[nH]c1=O,16%,6%,/,/,/,-6%,-2%,/,2.3%
CCC(C)n1c(O)c(C=Nc2cccc(C(F)(F)F)c2)c(=O)[nH]c1=S (stereo not given),10%,-1%,0.9,-8%,3%,-13%,-22%,-0.1%,9.0%
COc1ccc(-n2c(O)c(C=NCCN3CCN(C(C)=O)CC3)c(=O)[nH]c2=S)cc1,1%,2%,/,/,/,2%,-8%,/,4.1%
CC1=NN(c2ccccc2)C(=O)/C1=C/c1c(O)[nH]c(=O)[nH]c1=O,-66%,-1%,0.9,-13%,-2%,-1%,-35%,-4.4%,-4.9%
C/C(=N\NC(N)=O)c1c(O)n(C)c(=O)n(C)c1=O,11%,-7%,1.1,8%,-1%,5%,-26%,-7.0%,-3.9%
Cc1cc(/C=C2\C(=O)NC(=O)N(c3ccc(Br)cc3)C2=O)c(C)n1C,12%,-6%,1,-15%,-29%,4%,-4%,-4.7%,3.8%
Cc1cccc(N=Nc2ccc(N(C)C)cc2)c1,-120%,-1%,/,/,/,-12%,-122%,/,-3.7%
CCC1(CC)C(=O)N(Cc2ccccc2)C(=O)N(Cc2ccccc2)C1=O,15%,-1%,1.1,13%,10%,-12%,11%,-4.0%,2.7%
C/C=C(\C)C(=O)N[C@@H](c1ccccc1)[C@@H](O)C(=O)O[C@H]1C[C@@]2(O)[C@@H](OC(=O)c3ccccc3)C3[C@](C)(C(=O)[C@H](OC(C)=O)C(=C1C)C2(C)C)[C@H](O)C[C@H]1OC[C@@]31OC(C)=O (stereo not given in full),-16%,-4%,/,/,/,-57%[20 µM],4%,/,-0.9%
Cc1cc(C)cc(N2C(=O)NC(=O)/C(=C\c3cccn3-c3ccccc3)C2=O)c1,-9%,-2%,1,-3%,14%,12%,62%,-4.3%,2.8%
CC(=NCCN1CCCCC1)c1c(O)n(Cc2ccccc2)c(=O)[nH]c1=O,-8%,-10%,1.1,-26%,-20%,-14%,1%,-2.3%,3.2%
O=c1[nH]c(O)c(N=Nc2ccc([N+](=O)[O-])cc2)c(=O)[nH]1,-15%,-1%,0.9,-8%,-18%,2%,-1%,-9.4%,5.0%
CCCCCCCCCOc1ccc2[nH]cc(CCN)c2c1,10%,-12%,1.2,-1%,4%,-2%,-16%,-10%,-1.7%
CCOc1cc(C=C2C(=O)NC(=O)NC2=O)ccc1OCC(=O)N1CCOCC1,27%,-10%,1,12%,5%,-10%,-8%,-7.8%,8.1%
O=C(O)[C@@H]1C[C@H]1[C@@H](NP(=O)(c1ccccc1)c1ccccc1)c1ccccc1,18%,-5%,1.1,-3%,-13%,1%,-14%,-5.7%,2.5%
CCCCCCC(=O)N/N=C/c1c(O)n(CCc2ccccc2)c(=O)[nH]c1=O,12%,-2%,/,/,/,6%,-1%,/,2.1%
O=C1C2CCCN2C(c2cccnc2)N1c1ccc(Cl)cc1 (stereo not given),8%,9%,1.1,7%,13%,2%,-23%,-20%,3.3%
COc1ccc2[nH]c3c(c2c1)CCN[C@H]3C,3%,-10%,/,/,/,24%,1%,/,-0.4%
CCN(CC)CCN=Cc1c(O)n(C2CCCCCC2)c(=O)[nH]c1=O,0%,-10%,1,-3%,5%,-4%,12%,4.6%,-3.7%
CN(CCCCC(=O)/C=N/O)Cc1ccccc1 (tested in a mixture with another compound),9%,-3%,1.2,-9%,-10%,8%,-8%,-2.7%,-7.2%
CCCCSC1=NN1c1nc(N)nc(C)c1CC,10%,-4%,1.1,4%,2%,36%,-6%,3.6%,-10%
CN1CCN(CC(=O)Nc2ccc([N+](=O)[O-])cc2C(=O)c2ccccc2)CC1,5%,-3%,1,-2%,-6%,-20%[20 µM],-25%,1.4%,-2.3%
CC(=O)O[C@]1(c2ccccc2)CCN(C)[C@H]2CCCC[C@@H]21,10%,-6%,1.1,-12%,-21%,-20%,-32%,-2.1%,3.4%
O=c1[nH]c(=S)n(CCC2=CCCCC2)c(O)c1C=NC1CCN(Cc2ccccc2)CC1,36%,10%,1,0%,5%,-21%,56%,-9.0%,12%
CCOP(=O)(OCC)C1(O)C(=O)Nc2ccc(Br)cc21 (stereo not given),3%,-2%,1.2,-3%,2%,30%,-33%,-6.4%,0.3%
C[N+](C)(C)CC(=O)Nc1ccc(Cl)cc1C(=O)c1ccccc1,11%,-9%,1,4%,-5%,18%,-8%,-8.3%,-7.4%

# Structural class, the compounds so far with a Cl atom
SMILES,NOD2 inhibition,LYP phosphatase,TNAP activation fold,PMI inhibition,human PMI inhibition,KOR beta-arrestin-1,NOD1 inhibition,XIAP displacement,KOR beta-arrestin-2
CSc1nnc(OC(=O)N(C)C)n1-c1ccc(Cl)cc1,4%,-6%,/,/,/,-12%,-14%,/,5.7%
CN(C)C(=O)Oc1ccc(Br)cc1C(=O)Nc1ccc(F)c(Cl)c1,-8%,-7%,/,/,/,6%,-14%,/,-2.1%
Cc1cc(NC(=O)COC(=O)c2c(C)nn(Cc3ccccc3Cl)c2C)no1,-8%,-8%,1.2,-4%,0%,23%,15%,-5.3%,-8.5%
CN(C)P(=O)(CCl)Nc1ccccc1 (stereo not given),-2%,0%,1.1,-18%,-12%,3%,-23%,-3.5%,7.5%
O=C(Nc1ccc(Cl)cc1C(=O)c1ccccc1)c1ccc(Br)o1,-2%,0%,1,-13%,-10%,-28%,38%,-0.3%,7.0%
CCS(=O)(=O)NCc1nnc2n1-c1ccc(Cl)cc1C(c1ccccc1)=NC2,1%,-11%,1.1,-10%,-5%,-15%,-24%,-2.6%,6.3%
O=S1(=O)N(Cc2ccc(F)cc2)CCCN1Cc1ccccc1Cl,-24%,-3%,/,/,/,-34%,-11%,/,6.1%
O=C1C2CCCN2C(c2cccnc2)N1c1ccc(Cl)cc1 (stereo not given),8%,9%,1.1,7%,13%,2%,-23%,-20%,3.3%
C[N+](C)(C)CC(=O)Nc1ccc(Cl)cc1C(=O)c1ccccc1,11%,-9%,1,4%,-5%,18%,-8%,-8.3%,-7.4%

# A portion of the library; rates above refer to the full screens.
